TcdB inh: TcdB glycohydrolase inhibitors, primary screen, biochemical, single point, plate reader. Toxin B (Clostridioides difficile), P18177. TcdB glycohydrolase enzymatic assay. 0.24% of 350,000 active. inhibition, % at 9.99 µM. AID 652162, 2013; in the data active means inhibition above about 10%
* = called active by the depositor. This is a subset (hit frequency here may not be typical).

SMILES	TcdB inh
C[C@H]1CN([C@@H](C)CO)C(=O)c2cc(C#CCN(C)C)cnc2O[C@H]1CN(C)S(=O)(=O)c1cn(C)cn1	-14.1
O=C(C[C@@H]1CC[C@H]2NC[C@@H](O)COC[C@@H]2O1)NCCc1ccccc1	2.0
C[C@@H]1CCCCO[C@@H](CN(C)C(=O)c2ccncc2)[C@H](C)CN([C@@H](C)CO)C(=O)c2cc(NC(=O)c3ccncc3)ccc2O1	-0.3
C/C=C/c1ccc([C@@H]2[C@H](CO)N(C(C)=O)C23CN(C(=O)c2ccncc2)C3)cc1	-0.1
CC=Cc1ccc2n(c1=O)C[C@H]1[C@H](CO)[C@@H](C(=O)N[C@@H](C)c3ccccc3)[C@@H]2N1Cc1ccccc1 (mixture of isomers)	0.6
C[C@@H]1CN([C@H](C)CO)C(=O)c2cc(NC(=O)c3ccncc3)ccc2O[C@@H](C)CCCCO[C@@H]1CN(C)C(=O)c1ccccc1	0.6
Cc1noc(C)c1S(=O)(=O)Nc1ccc2c(c1)CC(=O)N([C@@H](C)CO)C[C@H](C)[C@H](CN(C)S(=O)(=O)c1ccc(Cl)cc1)O2	0.1
C[C@H](CO)N1C[C@H](C)[C@@H](CN(C)Cc2ccccc2F)Oc2ncc(C3=CCCCC3)cc2C1=O	1.5
C[C@@H]1CN([C@H](C)CO)C(=O)Cc2cc(NC(=O)NC3CCCCC3)ccc2O[C@H]1CN(C)S(=O)(=O)c1ccc(Cl)cc1	0.6
CO[C@H]1CN(C)C(=O)c2ccc(NC(=O)Nc3ccccc3Cl)cc2OC[C@@H](C)NC[C@@H]1C	1.3
C/C=C/c1ccc([C@H]2[C@@H](CO)N(CC3CC3)C23CN(C(=O)c2ccc4c(c2)OCO4)C3)cc1	1.2
CCNC(=O)[C@@H]1[C@@H](CO)[C@@H]2Cn3c(cccc3=O)[C@H]1N2Cc1cc(F)ccc1F	0.7
Cc1cccc(S(=O)(=O)N[C@H]2CC[C@H](CCNS(=O)(=O)c3ccccc3F)O[C@@H]2CO)c1	-0.5
C[C@@H]1CN([C@H](C)CO)C(=O)c2ccccc2-c2ccccc2CO[C@H]1CN(C)C(=O)Nc1ccc2c(c1)OCO2	-0.4
O=C(Nc1ccccc1F)N1CCCCN2[C@H](CO)[C@@H](c3ccc(C#Cc4cccnc4)cc3)[C@@H]2C1	1.4
COc1cccc(CNC(=O)C[C@H]2C=C[C@@H](NC(C)=O)[C@H](CO)O2)c1	-0.2
N#C[C@H]1[C@@H](c2ccc(C#Cc3ccccc3F)cc2)[C@H](CO)N1C(=O)C1CCCC1	-0.3
CCNC(=O)C[C@H]1CC[C@@H]2[C@H](COc3ccc(NC(=O)Nc4ccc(F)cc4)cc3C(=O)N2C)O1	3.9
COCC(=O)N1[C@@H](CO)[C@@H]2c3ccccc3N(C(=O)c3ccccc3F)C[C@@H]21	0.4
CO[C@H]1CN(C)C(=O)c2cc(NC(=O)CC(F)(F)F)ccc2OC[C@@H](C)N(C(=O)C2CC2)C[C@@H]1C	-0.5
C[C@H]1CN([C@@H](C)CO)C(=O)Cc2cc(N(C)C)ccc2O[C@H]1CN(C)S(=O)(=O)c1ccc(Cl)cc1	-4.0
COc1ccc(S(=O)(=O)Nc2ccc3c(c2)CC(=O)N([C@H](C)CO)C[C@@H](C)[C@@H](CN(C)C(=O)Nc2ccc4c(c2)OCO4)O3)cc1	1.5
COc1ccc(-c2ccc([C@@H]3[C@H](CO)N4CCCCN(C(=O)c5ccc6c(c5)OCO6)C[C@@H]34)cc2)cc1	-1.3
C[C@@H]1CN([C@H](C)CO)S(=O)(=O)c2ccc(C#Cc3ccc(F)cc3)cc2O[C@@H]1CN(C)C(=O)NC1CCCCC1	-1.0
Cc1ccc(S(=O)(=O)Nc2ccc3c(c2)C(=O)N([C@@H](C)CO)C[C@H](C)[C@@H](CN(C)C(=O)CCCN(C)C)OCCCC[C@H](C)O3)cc1	-0.5
Cc1ccc(S(=O)(=O)Nc2ccc3c(c2)C(=O)N([C@@H](C)CO)C[C@H](C)[C@H](CN(C)Cc2ccc(C(=O)O)cc2)OCCCC[C@@H](C)O3)cc1	-1.2
COC(=O)C[C@H]1CC[C@@H]2[C@H](COc3ccc(NC(=O)c4ccc(OC)cc4)cc3C(=O)N2C)O1	9.4
C[C@@H]1CN([C@H](C)CO)S(=O)(=O)c2ccc(-c3cccc(F)c3)cc2O[C@H]1CN(C)S(=O)(=O)c1ccc(F)cc1	0.4
COc1ccc(NC(=O)N[C@@H]2CC[C@@H](CCn3cc(-c4ccccn4)nn3)O[C@H]2CO)cc1	1.3
COc1ccc(S(=O)(=O)N(C)C[C@@H]2Oc3ccc(NC(=O)Cc4cn(C)c5ccccc45)cc3C(=O)N([C@@H](C)CO)C[C@H]2C)cc1	-2.8

Pulled one by one from above (3):
SMILES	TcdB inh
COc1ccc(-c2ccc([C@@H]3[C@H](CO)N4CCCCN(C(=O)c5ccc6c(c5)OCO6)C[C@@H]34)cc2)cc1	-1.3
C[C@@H]1CN([C@H](C)CO)S(=O)(=O)c2ccc(-c3cccc(F)c3)cc2O[C@H]1CN(C)S(=O)(=O)c1ccc(F)cc1	0.4
Cc1ccc(S(=O)(=O)Nc2ccc3c(c2)C(=O)N([C@@H](C)CO)C[C@H](C)[C@@H](CN(C)C(=O)CCCN(C)C)OCCCC[C@H](C)O3)cc1	-0.5

(cont.)
SMILES	TcdB inh
COc1ccc(NC(=O)N2CC3(C2)CN(C(C)=O)[C@@H](CO)c2[nH]c4cc(OC)ccc4c23)cc1	1.4
CN1C(=O)c2cc(NC(=O)NC3CCCC3)ccc2OC[C@@H]2O[C@@H](CC(=O)NC3CCC3)CC[C@@H]21	-0.2
Cc1noc(C)c1S(=O)(=O)N(C)C[C@@H]1Oc2ccc(NC(=O)CCCCCC(=O)Nc3ccccc3N)cc2CC(=O)N([C@@H](C)CO)C[C@@H]1C	0.4
CCC(=O)N1CC(=O)N2[C@H](CO)[C@H](c3ccc(C#CCC(C)C)cc3)[C@H]2C1	-1.7
C[C@H](CO)N1C[C@H](C)[C@H](CN(C)C(=O)Nc2cc(F)ccc2F)Oc2ncc(C#CCN(C)C)cc2C1=O	0.0
C[C@@H]1CCCCO[C@@H](CN(C)C(=O)c2ccncc2)[C@H](C)CN([C@@H](C)CO)C(=O)c2cc(NS(=O)(=O)c3ccc(F)cc3)ccc2O1	0.7
C[C@@H](O)C#Cc1cnc2c(c1)C(=O)N([C@@H](C)CO)C[C@H](C)[C@H](CN(C)Cc1ccccn1)O2	-0.4
Cc1ccc(-c2ccc3c(c2)O[C@@H](CN(C)Cc2ccc(C(=O)O)cc2)[C@@H](C)CN([C@@H](C)CO)S3(=O)=O)cc1	-1.2
N#C[C@H]1[C@H](c2ccc(C#Cc3ccccc3F)cc2)[C@@H](CO)N1C(=O)C1CCOCC1	-0.9
COc1ccc(S(=O)(=O)Nc2ccc3c(c2)C(=O)N([C@H](C)CO)C[C@@H](C)[C@@H](CN(C)Cc2ccc(Cl)c(Cl)c2)OCCCC[C@H](C)O3)cc1	0.2
O=C(C[C@H]1C[C@H]2c3cc(NC(=O)Nc4ccccc4)ccc3O[C@H]2[C@H](CO)O1)NCc1ccccc1	-0.7
COc1cccc(-c2ccc(C3[C@H]4CNC[C@@H]3N4CC3CCOCC3)cc2)c1 (some centres undefined)	0.6
Cc1ccc(OC(=O)N(C)C[C@@H]2OCc3ccccc3-c3ccccc3C(=O)N([C@H](C)CO)C[C@@H]2C)cc1	0.5
CCCNC(=O)N1C[C@@H]2[C@H](c3ccccc31)[C@H](CO)N2C(=O)Nc1ccc(F)cc1	-0.2
O=C(CCN1CCCCC1)NCC[C@@H]1CC[C@H](NS(=O)(=O)c2cccc(F)c2)[C@@H](CO)O1	-0.4

Reformatted as labelled records: part of the list above.
CO[C@H]1CN(C)C(=O)c2ccc(NC(=O)Nc3ccccc3Cl)cc2OC[C@@H](C)NC[C@@H]1C
  TcdB inh = 1.3
C/C=C/c1ccc([C@H]2[C@@H](CO)N(CC3CC3)C23CN(C(=O)c2ccc4c(c2)OCO4)C3)cc1
  TcdB inh = 1.2
CCNC(=O)[C@@H]1[C@@H](CO)[C@@H]2Cn3c(cccc3=O)[C@H]1N2Cc1cc(F)ccc1F
  TcdB inh = 0.7
Cc1cccc(S(=O)(=O)N[C@H]2CC[C@H](CCNS(=O)(=O)c3ccccc3F)O[C@@H]2CO)c1
  TcdB inh = -0.5

A portion taken from the entries so far, for reference:
SMILES	TcdB inh
Cc1ccc(OC(=O)N(C)C[C@@H]2OCc3ccccc3-c3ccccc3C(=O)N([C@H](C)CO)C[C@@H]2C)cc1	0.5
CCCNC(=O)N1C[C@@H]2[C@H](c3ccccc31)[C@H](CO)N2C(=O)Nc1ccc(F)cc1	-0.2
O=C(CCN1CCCCC1)NCC[C@@H]1CC[C@H](NS(=O)(=O)c2cccc(F)c2)[C@@H](CO)O1	-0.4

New compounds follow
SMILES	TcdB inh
COc1ccc(NC(=O)N2CCCCN3[C@H](C2)[C@H](c2ccc(-c4ccccc4F)cc2)[C@@H]3CO)cc1	-1.7
Cc1noc(C)c1NC(=O)N(C)C[C@H]1OCCCC[C@@H](C)Oc2ccc(N(C)C)cc2C(=O)N([C@H](C)CO)C[C@@H]1C	-5.6
CCCNC(=O)N(C)C[C@@H]1Oc2cc(C#CC3CC3)ccc2S(=O)(=O)N([C@@H](C)CO)C[C@@H]1C	1.5
C[C@@H]1CN([C@H](C)CO)C(=O)c2cc(NC(=O)Nc3ccc4c(c3)OCO4)ccc2O[C@@H](C)CCCCO[C@@H]1CN(C)S(=O)(=O)c1cccs1	0.1
Cc1ccc(S(=O)(=O)Nc2ccc3c(c2)C(=O)N([C@H](C)CO)C[C@H](C)[C@H](CN(C)CC2CCCCC2)OCCCC[C@H](C)O3)cc1	1.2
COc1cccc(NC(=O)N[C@@H]2CC[C@H](CC(=O)N3CCN(C)CC3)O[C@@H]2CO)c1	-1.0
C[C@H]1CN([C@@H](C)CO)C(=O)c2cccc(NS(C)(=O)=O)c2O[C@@H]1CN(C)Cc1ccc(Cl)c(Cl)c1	0.7
C[C@@H]1CN([C@@H](C)CO)C(=O)Cc2cc(NC(=O)Nc3ccccc3)ccc2O[C@@H]1CN(C)C(=O)Nc1ccccc1	0.7
C[C@@H]1CN([C@H](C)CO)C(=O)c2cc(NC(=O)c3ccccc3)ccc2O[C@@H](C)CCCCO[C@@H]1CN(C)C(=O)CCCN(C)C	0.1
COc1ccc(CN(C)C[C@H]2Oc3c(NS(=O)(=O)c4ccc(Cl)cc4)cccc3C(=O)N([C@H](C)CO)C[C@H]2C)cc1	0.5
COc1cccc(NC(=O)N2CC3(C2)[C@H](c2ccccc2)[C@H](CO)N3C(=O)C2CCC2)c1	-0.3
Cc1noc(C)c1S(=O)(=O)Nc1ccc2c(c1)CC(=O)N([C@H](C)CO)C[C@@H](C)[C@@H](CN(C)S(=O)(=O)c1ccc(F)cc1)O2	-0.5
CCc1cnc(N2[C@@H](C#N)[C@@H](c3ccccc3C3=CCCC3)[C@@H]2CO)s1	-0.1
CN(C)CC(=O)Nc1ccc2c(c1)[C@@H]1C[C@H](CC(=O)NC3CCCC3)O[C@@H](CO)[C@@H]1O2	-0.5
C/C=C/c1ccc2c(c1)O[C@H](CN(C)Cc1ccc(F)cc1)[C@H](C)CN([C@@H](C)CO)S2(=O)=O	1.7
COc1cccc(S(=O)(=O)N2CCCCN3[C@H](C2)[C@@H](c2ccc(-c4ccccc4)cc2)[C@@H]3CO)c1	-6.5
C[C@H](CO)N1C[C@H](C)[C@@H](CN(C)S(=O)(=O)c2ccccc2)Oc2ncc(/C=C/c3ccccc3)cc2C1=O	0.1
CCCc1cn(CC[C@@H]2CC[C@H](NC(=O)Nc3ccc4c(c3)OCO4)[C@H](CO)O2)nn1	0.1
C[C@H](CO)N1C[C@H](C)[C@H](CN(C)C(=O)NC2CCCCC2)Oc2c(NS(=O)(=O)c3cccs3)cccc2C1=O	0.6
CO[C@H]1CN(C)C(=O)c2cc(NC(=O)C3CCC3)ccc2OC[C@@H](C)N(Cc2nccs2)C[C@H]1C	1.1
O=C(C1CCOCC1)N1C[C@@H]2[C@H](c3ccccc31)[C@H](CO)N2C(=O)Nc1cccc(F)c1	2.3
C[C@H]1CN([C@@H](C)CO)S(=O)(=O)c2ccc(C#Cc3ccccn3)cc2O[C@H]1CN(C)Cc1ccccc1	0.5
CC(C)NC(=O)N(C)C[C@H]1Oc2cc(-c3ccncc3)ccc2S(=O)(=O)N([C@@H](C)CO)C[C@@H]1C	-2.4
C[C@H]1CN([C@@H](C)CO)C(=O)CCCn2nncc2CO[C@@H]1CN(C)C(=O)Nc1ccccc1	-0.6
C/C=C/c1ccc2c(c1)O[C@@H](CN(C)Cc1ccncc1)[C@@H](C)CN([C@@H](C)CO)S2(=O)=O	1.1
C[C@@H]1CN([C@H](C)CO)C(=O)c2cc(NS(=O)(=O)c3cccs3)ccc2O[C@@H](C)CCCCO[C@@H]1CN(C)C(=O)C1CCCCC1	-3.0
CN(C)CC(=O)N[C@@H]1CC[C@@H](CCn2cc(C3CCCCC3)nn2)O[C@@H]1CO	0.8
Cc1noc(C)c1S(=O)(=O)Nc1ccc2c(c1)C(=O)N([C@H](C)CO)C[C@@H](C)[C@@H](CN(C)C)O2	-0.6
C[C@@H]1CN([C@H](C)CO)C(=O)c2cc(N(C)C)ccc2O[C@@H](C)CCCCO[C@H]1CN(C)Cc1ccc(C(F)(F)F)cc1	-23.8
O=C(N[C@H]1CC[C@H](CCNC(=O)c2ccccc2F)O[C@H]1CO)c1cnccn1	0.4
Cc1noc(C)c1S(=O)(=O)N(C)C[C@@H]1Oc2c(NC(=O)C3CC3)cccc2C(=O)N([C@@H](C)CO)C[C@@H]1C	-1.7
O=C1CN(Cc2ccc(F)cc2)C[C@H]2[C@H](c3ccc(Br)cc3)[C@H](CO)N12	-6.4
O=C(Nc1ccccc1Cl)N1C[C@H]2[C@@H](c3ccccc31)[C@H](CO)N2C(=O)c1cccnc1	-0.5
CCC(=O)N[C@@H]1CC[C@H](CCNC(=O)Nc2ccc(F)cc2)O[C@@H]1CO	0.8
C[C@@H]1CCCCO[C@H](CN(C)C(=O)Nc2ccc(C(F)(F)F)cc2)[C@@H](C)CN([C@H](C)CO)C(=O)c2cc(NS(=O)(=O)c3cccs3)ccc2O1	-0.5
